# Screening data (PubChem BioAssay)
# GPR151 activ – activators of human GPR151, primary screen, cell-based, PathHunter beta-arrestin, luminescence; 1% of 650,000 active; AID 1508602, 2020; activation, % at 11.2 µM; PathHunter beta-arrestin GPR151 cells; in the data active means activation above about 4.9%;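 further: 0% = median of compound wells and 100% = cells with positive control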
# Target sequence (Q8TDV0 whole entry, looked up): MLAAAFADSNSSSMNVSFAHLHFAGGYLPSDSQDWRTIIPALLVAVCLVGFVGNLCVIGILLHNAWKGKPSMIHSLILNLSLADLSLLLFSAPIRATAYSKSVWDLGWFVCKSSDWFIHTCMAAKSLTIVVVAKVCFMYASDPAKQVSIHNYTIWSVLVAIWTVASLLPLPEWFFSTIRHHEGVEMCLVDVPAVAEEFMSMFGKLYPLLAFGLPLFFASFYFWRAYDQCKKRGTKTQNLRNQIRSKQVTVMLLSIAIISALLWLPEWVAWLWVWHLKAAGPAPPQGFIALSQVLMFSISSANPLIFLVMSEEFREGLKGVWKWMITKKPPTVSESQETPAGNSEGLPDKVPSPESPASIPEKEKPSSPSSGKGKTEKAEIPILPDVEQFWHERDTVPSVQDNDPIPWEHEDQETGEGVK
# TEAD-YAP block – TEAD-YAP interaction inhibition, primary screen, TEAD-YAP interaction inhibitor project, luminescence, HEK-TIYL cells. TEAD-Gal4/YAP UAS-luciferase luminescence. inhibition, % at 9.12 µM. 1.4% of 640,000 active. AID 1259422, 2018; in the data active means inhibition above about 32%;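 further: 0% = median of test compound wells and 100% = reference inhibitor wells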
# MITF inh – MITF inhibitors, primary screen, biochemical, AlphaScreen, human | 0.91% of 650,000 active | inhibition, % at 2.6 µM | AID 1259374, 2018 | Microphthalmia-associated transcription factor (Homo sapiens), O75030 | AlphaScreen MITF homodimerization, bead proximity signal; in the data active means inhibition above about 50%;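 further: 0% = vehicle wells with protein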
# FBW7 activator – FBW7 E3 ligase activators, primary screen, biochemical, AlphaScreen, human. AlphaScreen FBW7–phospho-cyclin E peptide binding, activator screen. normalized activity (activation), % at 26.1 µM. 0.13% of 650,000 active; in the data active means normalized activity above about 1.9%;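 further: purified mutant Fbw7 with reduced substrate affinity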
# Target sequence (Q969H0 whole entry, looked up): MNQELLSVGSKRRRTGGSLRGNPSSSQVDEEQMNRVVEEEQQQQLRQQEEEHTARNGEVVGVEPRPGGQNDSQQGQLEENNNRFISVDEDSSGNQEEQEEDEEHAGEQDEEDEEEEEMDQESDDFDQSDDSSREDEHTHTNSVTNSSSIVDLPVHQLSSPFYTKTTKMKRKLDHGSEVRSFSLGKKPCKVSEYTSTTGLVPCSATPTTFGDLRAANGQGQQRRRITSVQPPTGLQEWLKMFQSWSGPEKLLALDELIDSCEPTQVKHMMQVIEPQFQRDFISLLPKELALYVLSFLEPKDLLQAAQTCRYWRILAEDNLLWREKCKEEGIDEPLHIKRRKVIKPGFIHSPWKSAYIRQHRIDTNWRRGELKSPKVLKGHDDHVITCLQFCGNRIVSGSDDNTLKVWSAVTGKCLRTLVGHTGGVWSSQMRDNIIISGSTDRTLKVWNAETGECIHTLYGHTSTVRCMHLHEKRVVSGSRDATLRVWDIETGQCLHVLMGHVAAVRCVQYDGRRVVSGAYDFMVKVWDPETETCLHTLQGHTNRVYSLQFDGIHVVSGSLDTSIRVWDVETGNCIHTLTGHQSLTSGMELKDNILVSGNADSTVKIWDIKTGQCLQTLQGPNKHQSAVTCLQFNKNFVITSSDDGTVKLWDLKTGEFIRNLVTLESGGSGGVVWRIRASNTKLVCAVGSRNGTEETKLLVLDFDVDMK
# Starred values were filed as active, the others as inactive; · = no result given.
# Second line of a record: GPR151 activ	TEAD-YAP block	MITF inh	FBW7 activator
O=C(Nc1cccc(F)c1)/C(=C/c1ccc([N+](=O)[O-])cc1)NC(=O)c1ccccc1
 : -0.3	-7	1	-0.3
CCCOC(=O)c1ccc(NC(=S)NC(=O)c2ccco2)cc1
 : 0.0	1	13	0.2
O=C(C1CCC(Cn2c(=S)[nH]c3ccsc3c2=O)CC1)N1CCN(c2ccccc2)CC1 (stereo not given)
 : 0.9	6	11	0.1
CCOc1cc(C2C3=C(CCCC3=O)NC3=C2C(=O)CCC3)ccc1OCc1ccccc1Cl
 : -0.4	12	4	0.1
Cc1ccc(-c2nnc(N3CCOCC3)c3ccccc23)cc1C
 : -0.3	1	7	0.0
N#C/C(=C\c1ccc(O)cc1O)c1nc2ccccc2[nH]1
 : -4.9	-33	-4	0.0
CC(=O)Nc1ccc(NC(=O)CSc2nnc3[nH]c(=O)ccn23)cc1
 : -0.4	11	2	0.0
Cc1ccc(-n2c(CCC(=O)OCC(N)=O)nc3ccccc3c2=O)cc1
 : 0.3	4	9	0.1
S=c1nc(Cc2cccs2)[nH]c2ccccc12
 : 0.7	-6	4	0.1
Cc1cccc(NC(=O)c2oc3ccc(S(=O)(=O)N4CCOCC4)cc3c2C)c1C
 : 3.2	19	-7	-0.3
Cc1ccc(S(=O)(=O)Nc2ccc(NC(=O)Nc3ccc(F)cc3F)cc2)cc1
 : -0.5	8	19	0.0
CC(=O)c1cccc(NC(=O)c2ccc(S(=O)(=O)N(C)Cc3ccccc3)cc2)c1
 : 1.6	0	1	-0.1
C(=C\c1nc(N2CCOCC2)c2ccccc2n1)/c1ccccc1
 : -0.2	-11	-14	0.0
O=c1[nH][n+](-c2cccc(C(F)(F)F)c2)no1
 : 0.8	7	-1	-0.1
O=c1c(-c2ccccc2)c(N2CCCCC2)c1=O
 : -1.8	1	8	0.0
CC(=O)c1ccc2c(c1)c1cc(Cl)ccc1n2C
 : -0.1	-2	-7	0.1
O=C(NCCCc1ccccc1)Nc1c[nH]c2ccccc12
 : 0.1	-5	17	0.2
CCS(=O)(=O)N1CCC(NC(C)=O)(c2ccccc2)CC1
 : -0.1	-9	-13	-0.2
O=C(Cn1cnc2c(cnn2-c2ccc(F)cc2)c1=O)NCc1ccccc1Cl
 : -0.3	-3	-16	0.1
O=C(NC(=S)Nc1ccc(Cl)c(C(=O)O)c1)c1ccco1
 : -1.4	-7	-2	0.0
CN1CCN(c2ccc(-c3nc(NCCN4CCOCC4)c4ncn(C5CCCCC5)c4n3)cc2)CC1
 : -0.8	9	10	-0.2
CCN1CCc2nc(N/C=C/C(=O)C(F)(F)F)sc2C1
 : -0.6	8	-8	0.0
O=S(=O)(c1ccc(Cl)cc1)N1CCN(C2CCCCCC2)CC1
 : 0.4	3	8	0.3
COCCn1nnnc1C(c1cccs1)N1CCCC2(CCCCC2)C1 (stereo not given)
 : -0.4	8	17	0.4
O=c1/c(=C/c2ccco2)sc2nc(-c3cccc(Cl)c3)nn12
 : 0.3	-2	31	0.1
CC(=O)c1ccc(NC(=O)CSc2nnc3ncccn23)cc1
 : -0.2	3	6	0.1
O=C(O)c1oc(C(=O)O)c(OCc2ccccc2)c1OCc1ccccc1
 : -1.7	3	-8	-0.1
CCCNc1nc(N2CCN(c3ccccn3)CC2)nc2c1ncn2C1CCCCC1
 : 0.3	-12	5	-0.3
COc1cccc(CC2=NOC(C(=O)NCC(C)(C)CO)C2)c1 (stereo not given)
 : 0.4	1	0	0.0
CCOc1cccc2c1OC1(C)C(C(=O)Nc3ccc(Cl)cc3)C2NC(=S)N1c1ccccc1 (stereo not given)
 : -0.4	5	8	-0.1

# Later entries
# Second line of a record: GPR151 activ	TEAD-YAP block	MITF inh	FBW7 activator
Cc1nn(C)c(C)c1-c1nc(Nc2ccc(Oc3ccccc3)cc2)c2ncn(C3CCCCC3)c2n1
 : 1.6	-14	9	-0.1
COc1cc(OC)c(NC(=O)CSc2nc3ccccc3n2S(=O)(=O)c2ccc(C)cc2)cc1Cl
 : 1.9	-3	12	0.3
O=C(c1ccc(CS(=O)(=O)Cc2ccccc2Cl)o1)N1CCOCC1
 : -0.2	9	11	0.2
Cc1csc(NC(=O)c2sc3nc4c(C)c(C)ccc4cc3c2N)n1
 : -0.7	-41	-7	-0.1
CC(=O)c1ccc2c3c(ccc(O)c13)CC2
 : 1.4	-2	26	0.4
CC(C)[C@@H](O)C(=O)N[C@H]1CC[C@@H](C(=O)Nc2ccc3[nH]ncc3c2)C1
 : -1.1	2	17	0.5
Cc1ccc(NC(=O)CC2Nc3ccccc3N(CC(=O)Nc3ccccc3F)C2=O)cc1 (stereo not given)
 : -1.9	-8	20	0.5
CCOc1cc(C2CC(=O)Nc3ccc4ccccc4c32)cc(Br)c1O (stereo not given)
 : 1.4	36*	2	0.1
CCCCCC(=O)/C=C/[C@H]1[C@H](O)CC(=O)[C@H]1C/C=C\CCCC(=O)O
 : 2.1	·	10	·
CCOC(=O)c1sc(NC(=O)c2ccc(OCC)cc2)c(C#N)c1C
 : -0.3	0	3	0.9
CS(=O)(=O)c1ccc(OCCN2CCc3nc4ncccc4cc3C2)cc1
 : 0.6	1	-5	0.1
CCCNC(=O)c1cccc(NC(=O)C(C)C)c1
 : -1.0	-8	18	0.3
O=S1(=O)CCN2C(c3ccc(-c4ccccc4)cc3)=CSC2=N1
 : -1.2	-49	16	0.0
CCc1ccccc1NC(=O)CSc1n[nH]c(-c2ccccc2O)n1
 : 0.3	11	12	-0.1
Cc1ccc(C(=O)Nc2c3c(nn2-c2cccc(C)c2C)CS(=O)(=O)C3)cc1C
 : -1.2	-3	4	-0.1
N#C/C(=C(/O)CSc1n[nH]c2nc3ccccc3n12)c1nc2ccccc2[nH]1
 : 2.5	3	8	-0.1
COc1ccc(Br)c(C(=O)Nn2c(-c3cccc(C)c3)nc3ccccc3c2=O)c1
 : 1.5	-2	10	0.1
COc1ccc(NS(=O)(=O)c2nnc(NC(=O)C34CC5CC(CC(C5)C3)C4)s2)cc1
 : -0.4	5	13	0.2
CCC(CC)COC(=O)C1=C(C)NC(=O)NC1c1ccccc1Br (stereo not given)
 : -0.6	-2	2	0.0
O=S(=O)(c1ccccc1F)N1CCC(c2nc3ccccc3s2)CC1
 : -0.6	5	23	1.0
OCCNCCOc1c(Cl)cc(Cl)cc1Cl
 : 0.3	-10	0	-0.1
Cc1nc2ccc(NS(=O)(=O)c3ccc(O)c(C(=O)O)c3)cc2s1
 : 0.1	10	35	0.3
Cc1ccc(CN2CCN(Cc3cc4ccccc4[nH]3)CC2CCO)o1 (stereo not given)
 : -0.8	1	5	-0.1
CC1(C)C2C[C@@H](OC(=O)c3ccccc3Br)[C@](C)(O)CC21 (stereo not given in full)
 : -0.4	5	7	0.1
Cn1c(SCc2ccccc2)nc2c(c1=O)C1(CCCCC1)Cc1ccccc1-2
 : -1.6	-3	-2	0.3
c1ccc2[nH]c(CNc3ncnc4nc(N5CCN(Cc6ccc7c(c6)OCO7)CC5)[nH]c34)nc2c1
 : -0.1	54*	12	-0.1
Cc1ccccc1NC(=O)c1cnn(-c2ccccc2)c1NC(=O)c1cccc(F)c1
 : 1.0	14	3	-0.1
O=C(CSc1nc2ccccc2c(=O)n1CC1CCC(C(=O)NCC2CCCO2)CC1)Nc1nccs1 (stereo not given)
 : -0.1	10	14	0.3
CN(C(=O)c1ccc(OC2CCN(CCc3ccccc3)CC2)cc1)C1CCOCC1
 : -0.4	-1	15	0.3
COc1cc(CNc2ccc([N+](=O)[O-])cc2C)cc(OC)c1
 : 0.3	1	6	0.0

# Remaining list, next part.
# Second line of a record: GPR151 activ	TEAD-YAP block	MITF inh	FBW7 activator
COc1ccc(CN2CCC(C(=O)NCCc3ccccc3)CC2)c(OC)c1
 : 0.9	2	-6	0.2
COc1cc2nc(NCCN3CCOCC3)nc(Nc3ccccc3)c2cc1OC
 : -0.7	-16	3	0.1
Cn1c(=NC(=O)/C=C/c2ccc([N+](=O)[O-])cc2)sc2cc(S(C)(=O)=O)ccc21
 : 1.9	6	5	0.0
COC(=O)C(C)N(C#N)c1nc(C)cc(C)n1 (stereo not given)
 : -0.8	12	3	0.0
O=C(NC(=S)NNC(=O)c1ccccc1O)c1cccnc1
 : -2.6	13	34	-0.7
COc1ccc2oc(C(=O)C3CC3)c(N)c2c1
 : 0.6	-35	3	0.1
CCc1ccc(N2CC(C(=O)O)CC2=O)cc1 (stereo not given)
 : -0.8	5	10	0.4
Cc1ccc(OCC(=O)OCc2c(C)noc2C)cc1C
 : 8.0*	7	-3	0.2
O=C(c1cc(F)cc2c1OCOC2)N1CCN(c2ccc(F)cc2)CC1
 : -1.5	-4	13	1.0
Cc1ccc(C2CC(c3cccs3)=NN2C(=O)CSc2nnc(CNC(=O)c3ccco3)n2-c2cc(C)ccc2C)cc1 (stereo not given)
 : -0.1	2	5	0.6
CCOc1ccccc1C(=O)NNC(=O)COc1cc(C)cc(C)c1
 : -0.8	9	-10	0.0
CCN(CC)CCOc1cccc(Cl)c1
 : 0.0	-2	35	0.5
CC12CCC(C(=O)N3CCN(CCO)CC3)(CC1=O)C2(C)C (stereo not given)
 : 0.9	8	-5	0.0
CC1CCCC(NS(=O)(=O)c2cc(C(=O)Nc3cccc(Cl)c3)ccc2F)C1C (stereo not given)
 : 0.3	-11	1	-0.1
CN(C)c1cccc(Nc2ccnc3c(-c4ccc(O)cc4)cnn23)c1
 : 0.9	-38	-9	-0.3
COc1ccc(Oc2ncnc3c2cnn3-c2ccccc2)cc1
 : 1.1	-11	10	0.3
O=C(c1nn2c(C(F)(F)F)cc(-c3ccc(Br)cc3)nc2c1Br)N1CCCC1
 : -1.8	0	6	0.2
CC(C)CC(=O)Nc1ccc2c(c1)C(=O)Nc1ccccc1O2
 : -0.4	-7	3	0.0
O=C(O)COc1ccccc1/C=C1/SC(=S)N(c2cccnc2)C1=O
 : 1.6	7	7	-0.1
O=C1C=C(Nc2cc(Cl)cc(Cl)c2)CC(c2ccco2)C1 (stereo not given)
 : 0.5	-14	-4	-0.2
COc1ccc(OC)c(C(=O)COC(=O)Cc2cccc3ccccc23)c1
 : 0.4	7	-10	0.1
CCCNC(=O)CCS(=O)(=O)c1ccc2c(c1)CCN2C(C)=O
 : 2.8	-9	-13	0.1
COc1cc(/C=C2/C(=N)N3N=C(C(C)C)SC3=NC2=O)cc(Br)c1OCc1ccc(F)cc1
 : 1.1	3	-1	0.1
CC(=O)Nc1nnc(-c2ccccc2Cl)o1
 : -0.6	-2	-2	-0.1
COc1cccc(-c2nc(CS(=O)(=O)CC(=O)N3CCc4ccccc43)c(C)o2)c1
 : -1.2	-7	2	0.1
CC(C)(C)c1[nH]nc2c1C(c1ccc(Cl)cc1)C(C#N)=C(N)O2 (stereo not given)
 : 1.4	0	-2	0.2
O=c1c2ccccc2[nH]c(=S)n1C1CCCCCC1
 : -0.7	4	12	0.1
O=[N+]([O-])c1ccc(NN=C(C2CC2)C2CC2)cc1
 : 1.0	-5	4	-0.1
Nc1ncc(Br)cc1S(=O)(=O)Nc1ccc(F)cc1F
 : -0.1	1	-9	-0.1
Cc1ccc(C)c(NC(=O)c2cccnc2)c1
 : 0.6	9	5	0.5

# The list continues.
# Second line of a record: GPR151 activ	TEAD-YAP block	MITF inh	FBW7 activator
O=C(NCNC(=O)c1ccccc1)c1ccccc1
 : -0.7	-16	6	0.5
COc1ccc(OC)c(C2c3cccn3CCN2C(=S)Nc2ccc(F)cc2)c1 (stereo not given)
 : 1.2	7	11	-0.1
C/C(=N/NC(=O)c1cnccn1)c1ccc([N+](=O)[O-])cc1
 : 0.4	-40	-9	0.2
Cc1ccc(N2C(=O)CSC2c2ccc(C3SCC(=O)N3c3ccc(C)cc3)cc2)cc1 (stereo not given)
 : 1.4	5	1	-0.1

# Some of these compounds in order of formula weight, lowest first:
# Second line of a record: GPR151 activ	TEAD-YAP block	MITF inh	FBW7 activator
Cc1ccc(C)c(NC(=O)c2cccnc2)c1
 : 0.6	9	5	0.5
CC(=O)Nc1nnc(-c2ccccc2Cl)o1
 : -0.6	-2	-2	-0.1
O=[N+]([O-])c1ccc(NN=C(C2CC2)C2CC2)cc1
 : 1.0	-5	4	-0.1
O=C(NCNC(=O)c1ccccc1)c1ccccc1
 : -0.7	-16	6	0.5
O=c1c2ccccc2[nH]c(=S)n1C1CCCCCC1
 : -0.7	4	12	0.1
CC(C)CC(=O)Nc1ccc2c(c1)C(=O)Nc1ccccc1O2
 : -0.4	-7	3	0.0
CC(C)(C)c1[nH]nc2c1C(c1ccc(Cl)cc1)C(C#N)=C(N)O2 (stereo not given)
 : 1.4	0	-2	0.2
CCCNC(=O)CCS(=O)(=O)c1ccc2c(c1)CCN2C(C)=O
 : 2.8	-9	-13	0.1
COc1ccc(OC)c(C(=O)COC(=O)Cc2cccc3ccccc23)c1
 : 0.4	7	-10	0.1
O=C(O)COc1ccccc1/C=C1/SC(=S)N(c2cccnc2)C1=O
 : 1.6	7	7	-0.1
COc1ccc(OC)c(C2c3cccn3CCN2C(=S)Nc2ccc(F)cc2)c1 (stereo not given)
 : 1.2	7	11	-0.1
COc1cccc(-c2nc(CS(=O)(=O)CC(=O)N3CCc4ccccc43)c(C)o2)c1
 : -1.2	-7	2	0.1
Cc1ccc(N2C(=O)CSC2c2ccc(C3SCC(=O)N3c3ccc(C)cc3)cc2)cc1 (stereo not given)
 : 1.4	5	1	-0.1
COc1cc(/C=C2/C(=N)N3N=C(C(C)C)SC3=NC2=O)cc(Br)c1OCc1ccc(F)cc1
 : 1.1	3	-1	0.1
